# Bioassay records: PubChem, National Center for Advancing Translational Sciences (NCATS)
# KDM4E inh: JMJD2E (human) inhibition | B2RXH2 | JMJD2E catalytic domain, FDH-coupled NADH fluorescence (FDH is formaldehyde dehydrogenase) | Potency, µM (highest dose often 57.1 µM), without a hit: at the top dose activity change, negative = inhibition, most hits filed as inhibitors | hit rate 1.6% among 230,000 | AID 2147; active = well fitted inhibition curve with a large enough effect, not every such curve was filed as active; inconclusive = small, poorly fitted or top-dose-only effect, or another doubt; inactive = no such curve, though single readings can be large or run the other way;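 note: 0% = wells with enzyme and -100% = buffer wells without enzyme; nearly all actives have a fitted effect of over 50% in size; many of its hits are not listed in these tables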
# NPSR antag: neuropeptide S receptor (human) antagonism, cAMP. Q6W5P4. CHO-NPSR cells, cAMP TR-FRET, antagonist mode. Potency, µM (highest dose often 38.3 µM), inactives show top-dose activity change, negative = inhibition, actives largely listed as inhibitors. hit rate 1% among 220,000; note: % is set by controls: 0 for no effect and ±100 for the full control effect; nearly all actives have a fitted effect of over 50% in size; many of its hits are not listed in these tables
# Target sequence (Q6W5P4 whole entry, looked up): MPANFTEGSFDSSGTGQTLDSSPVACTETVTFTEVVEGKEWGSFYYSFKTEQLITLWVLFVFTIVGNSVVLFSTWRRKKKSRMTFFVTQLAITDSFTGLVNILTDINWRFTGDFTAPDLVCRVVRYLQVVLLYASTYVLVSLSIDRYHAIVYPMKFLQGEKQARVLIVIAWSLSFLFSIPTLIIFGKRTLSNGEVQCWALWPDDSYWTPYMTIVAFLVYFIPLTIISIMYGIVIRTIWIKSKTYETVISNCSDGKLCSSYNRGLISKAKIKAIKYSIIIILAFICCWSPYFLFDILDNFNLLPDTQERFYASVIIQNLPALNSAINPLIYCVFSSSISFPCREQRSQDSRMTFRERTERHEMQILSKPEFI
# IMPase Li inh: cell-permeable IMPase inhibitors with lithium potentiation; CHO-M1 cells, IP1 TR-FRET (IP-One), carbachol + lithium; Potency, µM (top dose mostly 59.4 µM), without a hit: at the highest dose activity, negative = IMPase inhibition, usual class: inhibitors; hit rate 0.35% among 210,000; AID 1457;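 note: IP1 builds up when IMPase is blocked and the TR-FRET signal falls; plate controls were basal vehicle for no effect and high inhibitor control for full effect; nearly all actives have a fitted effect of over 50% in size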
#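 Test compounds were applied to CHO-M1 cells previously cultured for 16–30 h at 2000 per well. A small lithium amount accompanied them; after 30 min at 37C, IP1 was quantified by TR-FRET.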
# KinaseGlo FLuc: counter-screen: inhibitors of Kinase-Glo firefly luciferase | Q27757 | Kinase-Glo luciferase, ATP luminescence, 8 min | Potency, µM (highest dose often 38.3 µM), without a hit: top-dose activity change, negative = inhibition, actives largely listed as inhibitors | hit rate 0.28% among 200,000; note: % is set by controls: 0 for no effect and ±100 for the full control effect; nearly all actives have a fitted effect of over 60% in size
#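 Compounds were added to a substrate mix at pH 7.2 (50 mM imidazole, 10 uM ATP, within the enzyme's linear range), followed by Kinase-Glo detection reagent; luminescence was measured after 8 minutes at ambient temperature.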
# RGS12 GoLoco inh: inhibitors of human Gai1-RGS12 GoLoco interaction (red fluorophore) | Gai1:RGS12 GoLoco peptide FP, rhodamine, 10 min | Potency, µM (titrated, usually from 61.6 µM), without a hit: at the top dose activity, negative = inhibition, usual class: inhibitors | hit rate 0.44% among 230,000; active = well fitted inhibition curve with a large enough effect, not every such curve was filed as active; inactive = no such curve, though single readings can be large or run the other way; note: % is set by controls: 0 for no effect and ±100 for the full control effect; nearly all actives have a fitted effect of over 30% in size; many of its hits are not listed in these tables
# Epigenetic reg: regulators of epigenetic silencing causing reporter derepression in mouse cells. hit rate 0.2% among 280,000. Potency, µM (series often up to 53.9 µM), for the others: at the top dose GFP activation, actives largely listed as activators. AID 1865. murine LDR cells, GFP reporter derepression, 30 h; note: % of control where 0% means no effect; nearly all actives have a fitted effect of over 60% in size
#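 Derepression of a silenced CMV-GFP reporter in murine LDR cells is scored by enumerating GFP-positive cells with a laser-scanning microplate cytometer after 30 hours of treatment at 37 C.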
# SMN2 splice up: increases expression of the SMN2 splice variant; hit rate 2.8% among 210,000; Potency, µM (titrated, usually from 46.1 µM), for inactives: at the top dose activity change, positive = activation, actives largely listed as activators; AID 1458; HEK293 SMN2-luciferase splicing reporter, luminescence, 30-36 h; note: % of control where 0% means no effect; nearly all actives have a fitted effect of over 55% in size
#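 HEK293 cells carry an SMN2 minigene-luciferase reporter in which exon 7 inclusion puts luciferase in frame. Cells were seeded at 2000 cells/well, attached for 10-12 hours, then exposed to compounds for 30-36 hours at 37C before ONE-Glo luminescence.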
# RECQ1 helicase: blocks DNA unwinding by human RECQ1 | P46063 | Potency, µM (series often up to 57.3 µM), inactives show top-dose activity, negative = inhibition, most hits filed as inhibitors | AID 2549 | RECQ1 DNA unwinding, red fluorescence kinetic read | hit rate 0.54% among 240,000;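 note: plate controls were vehicle for no effect and no enzyme for full effect; nearly all actives have a fitted effect of over 30% in size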
# Target sequence (P46063 whole entry, looked up): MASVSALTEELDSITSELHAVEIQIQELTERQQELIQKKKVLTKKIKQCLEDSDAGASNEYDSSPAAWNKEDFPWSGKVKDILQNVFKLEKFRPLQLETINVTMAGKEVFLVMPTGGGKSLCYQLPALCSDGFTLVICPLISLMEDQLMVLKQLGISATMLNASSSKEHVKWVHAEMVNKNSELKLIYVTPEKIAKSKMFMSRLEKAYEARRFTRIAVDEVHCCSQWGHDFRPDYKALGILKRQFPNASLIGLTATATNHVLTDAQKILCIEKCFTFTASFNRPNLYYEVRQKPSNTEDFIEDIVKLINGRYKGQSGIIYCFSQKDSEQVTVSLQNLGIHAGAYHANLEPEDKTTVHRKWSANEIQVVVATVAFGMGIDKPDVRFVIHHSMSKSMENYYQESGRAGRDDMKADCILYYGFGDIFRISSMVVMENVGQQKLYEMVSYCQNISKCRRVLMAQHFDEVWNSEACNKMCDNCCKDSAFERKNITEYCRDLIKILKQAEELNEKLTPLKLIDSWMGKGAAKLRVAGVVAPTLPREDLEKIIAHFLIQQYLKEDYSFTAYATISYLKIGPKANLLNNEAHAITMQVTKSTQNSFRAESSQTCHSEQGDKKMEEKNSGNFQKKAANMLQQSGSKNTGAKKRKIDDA
#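 50 nM RECQ1T1 preincubated 15 min with compound in Tris pH 8.0 buffer with MgCl2, DTT, Tween-20 and 2.5 ug/ml poly(dI-dC); started with 200 nM TAMRA/BHQ-2 forked duplex and 2 mM ATP. Unwinding read as fluorescence (525/598 nm), two reads 2 h apart.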
# * marks the source's active call; other numbers are inactive results; i = inactive; ? = inconclusive; · = not tested or not shown; & = joins results of further samples; [ ] = another dose, or the depositor's remark. Unless noted, calls come from the whole dose curve; as a rule, active = well fitted curve in the direction sought with a large enough effect; inconclusive = small, poorly fitted or top-dose-only effect, or another doubt; inactive = no such curve, though single readings can be large; an effect the other way counts as inactive or inconclusive. Potency is the fitted concentration of half-maximal effect. This is a subset. The share of hits here may be higher or lower than overall.
SMILES,KDM4E inh,NPSR antag,IMPase Li inh,KinaseGlo FLuc,RGS12 GoLoco inh,Epigenetic reg,SMN2 splice up,RECQ1 helicase
O=S(=O)(c1cccs1)N1CCN(Cc2ccccc2)CC1,4%,-4%[46.1 µM],11%[38.3 µM],-7%,8%,0.0%,-16%,-3%
O=c1oc(-c2ccc(F)cc2)nc2ccsc12,2%,-10%[46.1 µM],12%[38.3 µM],-3%,-4%,2.1%,9%,-17%
O=C(CSc1ccc2nnc(-c3ccc(F)cc3)n2n1)N1CCCc2ccccc21,?,1%,-1%,-1%,58%[activator],-1.1%,6%,-12%
O=C(CN1CCN(c2ccccn2)CC1)N(c1ccccc1)c1ccc2ccccc2c1,-4%,?,20%[38.3 µM],-4%,2%,0.0%,-11%,i
O=C(NNC(=O)c1ccccc1)C(=O)N1CCCCC1,4%,5%[46.1 µM],2%[38.3 µM],-3%,-13%,-0.3%,-2%,i
COc1ccc(NC(=O)Cn2nnc(C(=O)NCc3ccccc3)c2N)c(OC)c1,7%,20%,4%,·,1%,3.8%,·,-2%
CC1(c2ccc(Cl)cc2)NC(=S)N2C1NC(=S)N2c1ccccc1 (stereo not given),-6%,?,·,·,9%,1.1%,·,12%
CC1(C)Cc2c(C#N)c(N3CCOCC3)nc(-c3ccccc3)c2CO1,?,-6%[46.1 µM],6%,2%,-15%,0.1%,-2%,-4%
Cc1ccc(OCCN2C(=O)S/C(=C\c3ccc(C)o3)C2=O)cc1,?,5%,1%,1%,21%,-1.1%,-10%,-17%
O=C(CCC1CCCN(C(=O)c2ccco2)C1)NCc1ccccc1F (stereo not given),7%,6%,·,·,-6%,-2.0%,·,-6%
COC(=O)C(C(=O)OC)C(c1ccccc1)C(C(=O)c1ccccc1)[N+](=O)[O-] (stereo not given),-8%,-2%,·,·,-2%,3.0%,·,-2%
COc1ccc(-c2nc(NC(=O)C3=NN(c4cccc(C)c4)C(=O)CC3)sc2C)cc1,-2%,-10%,1%,-1%,14%,5.2%,-1%,-1%
COc1ccc(C2CC(c3ccc(Cl)cc3)Nc3nc(NC(=O)c4ccco4)nn32)cc1 (stereo not given),0%,-26%[46.1 µM],3%,0%,6%,5.1%,-9%,i
Cc1cc(N/N=C/c2ccco2)c2ccccc2n1,?,0%,-2%,-1%,12%,2.2%,2%,i
Cc1ccc(C(=O)CC(=O)COc2ccc(Cl)cc2C)cc1,?,-12%,-1%,-1%,5%,-1.1%,7%,-6%
CCc1nc2n[nH]c(N)c2c2c1CCCC2,5%,4%[46.1 µM],-10%[38.3 µM],-7%,3%,-1.6%,12%,i
COc1ccc(Nc2nnc(SCc3cn4c(C)cccc4n3)s2)cc1,-2%,7%,3%,2%,-9%,0.0%,?,2%
O=CN1CCN(C(=O)c2ccccc2F)CC1,4%,6%[46.1 µM],-20%[38.3 µM],1%,3%,1.9%,1%,-3%
O=C(NC12CC3CC(CC(C3)C1)C2)c1cnccn1,0%,-3%[46.1 µM],10%[38.3 µM],3%,-10%,-1.1%,10%,-14%
Cc1ccc(OCCCCn2cnc3ccccc32)c(C)c1,?,-9%[46.1 µM],9%[38.3 µM],-2%,-1%,3.1%,-76%[inhibitor],-1%
CC(/C=C1\SC(=S)N(CC(=O)O)C1=O)=C\c1ccccc1,-1%,10%[7.67 µM],·,·,3%&4%,1.1%,·,-9%
CCN(CC)c1ccc(NC(=O)c2ccc(=O)[nH]c2)cc1S(=O)(=O)Nc1ccccc1OC,?,-26%,14%,-1%,15%,0.0%,19%,-9%
O=C(Nc1c2c(nn1-c1ccc(F)cc1)CSC2)c1ccc(S(=O)(=O)N2CCOCC2)cc1,7%,-20%[46.1 µM],17%,-2%,-13%,1.8%,-11%,-20%
COc1ccc(/C=C(/NC(=O)c2ccccc2)C(=O)N/N=C/c2cccs2)cc1OC,-23%,-16%[46.1 µM],-5%[38.3 µM],-1%,1%,-0.1%,0%,-4%
O=C(NCc1cccnc1)c1cnn2ccccc12,?,2%[46.1 µM],0%[38.3 µM],-2%,4%,-0.8%,-15%,-1%
SMILES,KDM4E inh,NPSR antag,IMPase Li inh,KinaseGlo FLuc,RGS12 GoLoco inh,Epigenetic reg,SMN2 splice up,RECQ1 helicase
COc1nc(Cl)cn(-c2ccc(Cl)cc2)c1=O,9%,9%,-7%,-6%,2%,-2.0%,-1%,16%
Cc1noc(-c2ccccc2OC(=O)c2ccccc2)n1,4%,-5%[46.1 µM],5%[38.3 µM],-1%,0%,-4.8%,-5%,-9%
Fc1ccc(Sc2nc(-c3ccccc3)nnc2C(F)(F)F)cc1,-9%,?,32%[38.3 µM],1%,-2%,1.6%,?,1%
Cn1cc([N+](=O)[O-])c(C(=O)Nc2cc(Oc3cccnc3)cc([N+](=O)[O-])c2)n1,-1%,-9%[46.1 µM],-16%[38.3 µM],3%,-20%,3.8%,-45%[inhibitor],-5%
CCC(=O)c1ccc(N2CCCCCC2)c(F)c1,-12%,-10%[46.1 µM],36%[38.3 µM],-3%,11%,1.0%,10%,i
Cc1nn(C)c(C)c1S(=O)(=O)N(CC(=O)Nc1ccccn1)c1ccc(C(C)C)cc1,-5%,9%[46.1 µM],4%,1%,-2%,1.0%,-7%,4%
CNc1ccc(Br)cc(C(=O)/C=C/c2cccc(Cl)c2Cl)c1=O,-2%,53%,11%,-11%,90%[activator],?,·,-21%
CCc1nc(SCC(=O)N2CCN(c3ccccc3)CC2)c2oc3ccccc3c2n1,?,?,18%[38.3 µM],0%,3%,6.3%,-41%[inhibitor],-8%
c1ccc(-n2ncc3c(NCc4ccc5c(c4)OCO5)ncnc32)cc1,?,-17%,10%,1%,7%,-1.0%,-29%,i
Cc1nc2c(c3c1[nH]c1ccccc13)C(O)CC(C)(C)C2 (stereo not given),?,8%,8%,-3%,-1%,-0.9%,-56%[inhibitor],1%
COc1cccc(OC)c1OCCCCn1cnc2ccccc2c1=O,1%,-5%,9%,-2%,-31%,0.0%,-24%,i
O=c1cc(N2CCCCC2)c2ccccc2o1,-1%,4%,12%,3%,8%,1.1%,·,i
COc1ccc(-c2nc(-c3cccc(C)c3)no2)cc1OC,?,-10%[46.1 µM],-7%,0%,-3%,-1.0%,13µM*,-7%
C/C(=N\Nc1cccc(C(=O)O)c1)c1ccc(Cl)s1,-28%,-20%,10%,·,0%,-0.4%,·,-5%
O=C(COC(=O)c1ccccc1NC(=O)c1ccco1)Nc1ccc2c(c1)OCO2,?,-24%[46.1 µM],7%[38.3 µM],-1%,2%,0.0%,-14%,-3%
CC1Oc2ccccc2N(Cc2cccnc2)C1=O (stereo not given),16%,-15%[46.1 µM],10%[38.3 µM],1%,5%,0.0%,10%,-2%
CCOC(=O)c1cccc(NC(=O)c2cncc(Br)c2)c1,9%,-4%,3%,-2%,-3%,-0.9%,?,0%
Cc1ccc(C(=O)Nc2cccc(C(=O)O)c2)cc1,2%,-3%[46.1 µM],4%[38.3 µM],-18%,5%,-2.8%,1µM*,4%
CCOc1cccc(/C=C2\NC(=S)N(c3ccccc3)C2=O)c1O,5%,35%,·,·,113%[activator],1.1%,·,-8%
CCCCc1c(C)nc2ccc(C)cc2c1SCCC(=O)O,-7%,-23%,-10%,3%,2%,0.9%[10.1 µM],-8%,i
COc1cc(C(=O)O)cc(OC)c1OCc1cc(C(=O)O)oc1C,6%,-1%[46.1 µM],1%[38.3 µM],11%,-6%,0.0%,23%,-10%
Cc1cc(C)nc(-n2nc(C)cc2NC(=O)CN2CCCC(C)C2)n1 (stereo not given),-3%,2%[46.1 µM],12%[38.3 µM],0%,-1%,-3.9%,-17%,i
CCCOn1c(-n2nc(C)cc2C)nc2ccccc2c1=O,7%,1%[46.1 µM],-4%[38.3 µM],3%,-1%,7.2%,-12%,-5%
Cc1onc(-c2ccccc2Cl)c1C(=O)NCc1ccc(S(N)(=O)=O)cc1,3%,-11%[46.1 µM],-7%[38.3 µM],0%,8%,0.1%,-5%,-2%
CCCOC(=O)C1C2C=CC(C3CC23)C1C(=O)OCC(=O)c1ccccc1 (stereo not given),-1%,?,3%[38.3 µM],10%,3%,-0.7%,-21%,-17%
SMILES,KDM4E inh,NPSR antag,IMPase Li inh,KinaseGlo FLuc,RGS12 GoLoco inh,Epigenetic reg,SMN2 splice up,RECQ1 helicase
CC1CCN(c2nc3ccc(C(=O)O)cc3s2)CC1,-1%,-12%[46.1 µM],9%[38.3 µM],-5%,2%,0.8%,-53%[inhibitor],-1%
COc1ccc(C)cc1NC(=O)COC(=O)C1CC1,10%,1%[46.1 µM],18%[38.3 µM],0%,8%,8.0%,9%,-4%
O=C(CCn1c(=O)oc2ccccc21)N1CCN(c2ccc(F)cc2)CC1,2%,-9%[46.1 µM],19%[38.3 µM],2%,-9%,0.0%,-4%,-17%
O=C(NCCO)c1ccc(Cl)c(Cl)c1,-23%,4%[46.1 µM],-14%[38.3 µM],-2%,9%,15%,-1%,-3%
COCC(=O)N(Cc1nc2sc(C)c(C)c2c(=O)[nH]1)C1CCCCC1,-28%,9%,·,·,-1%,1.4%,·,-11%
CC(=O)N1CN(C2CCCC2)Cc2c1sc1c2CCCC1,43%[activator],11%[46.1 µM],15%,0%,5%,-7.2%,-10%,-5%
Cc1ccc(NC2=NC(c3ccco3)n3c(nc(C)cc3=O)N2)c(C)c1 (stereo not given),0%,-8%[46.1 µM],-1%[38.3 µM],2%,4%,-0.7%,-14%,9%
CCOc1ccc2nc(SCC)[nH]c2c1,10%,2%[46.1 µM],-14%[38.3 µM],-6%,8%,-3.4%,4%,-2%
Cc1cc(C)n(-c2nc3ccccc3nc2NCCc2ccccc2)n1,?,0%[46.1 µM],5%[38.3 µM],1%,4%,0.7%,-1%,-17%
COc1cccc(/C=N/Nc2ncnc3c2ncn3Cc2ccccc2)c1O,?,7%,20%,-4%,18%,-1.9%,-114%[inhibitor],-8%
O=C(CSc1nc2sc3c(c2c(=O)n1-c1ccccc1)CCCC3)NCc1ccco1,?,-12%,3%,1%,7%,4.9%,-2%,-4%
CCOC(=O)c1ccc(Nc2ncnc3c2cnn3C)cc1,?,2%[46.1 µM],·,·,·,?,·,-6%
